High-throughput results (PubChem)
CD11b adhes enh: enhancers of human CD11b/CD18 binding to fibrinogen; AID 1499; K562 CD11b/CD18 adhesion to fibrinogen, ATPlite luminescence; activation, % at 10 µM; 0.07% of 93,000 active; P05107+P11215;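 active = 10 µM primary screen giving 50% or more activity, confirmed by 40% or more on retest at that dose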; also: strong numbers were not always called active; reference of the scale not given here
Target sequence (P05107 whole entry, looked up, other chains not shown): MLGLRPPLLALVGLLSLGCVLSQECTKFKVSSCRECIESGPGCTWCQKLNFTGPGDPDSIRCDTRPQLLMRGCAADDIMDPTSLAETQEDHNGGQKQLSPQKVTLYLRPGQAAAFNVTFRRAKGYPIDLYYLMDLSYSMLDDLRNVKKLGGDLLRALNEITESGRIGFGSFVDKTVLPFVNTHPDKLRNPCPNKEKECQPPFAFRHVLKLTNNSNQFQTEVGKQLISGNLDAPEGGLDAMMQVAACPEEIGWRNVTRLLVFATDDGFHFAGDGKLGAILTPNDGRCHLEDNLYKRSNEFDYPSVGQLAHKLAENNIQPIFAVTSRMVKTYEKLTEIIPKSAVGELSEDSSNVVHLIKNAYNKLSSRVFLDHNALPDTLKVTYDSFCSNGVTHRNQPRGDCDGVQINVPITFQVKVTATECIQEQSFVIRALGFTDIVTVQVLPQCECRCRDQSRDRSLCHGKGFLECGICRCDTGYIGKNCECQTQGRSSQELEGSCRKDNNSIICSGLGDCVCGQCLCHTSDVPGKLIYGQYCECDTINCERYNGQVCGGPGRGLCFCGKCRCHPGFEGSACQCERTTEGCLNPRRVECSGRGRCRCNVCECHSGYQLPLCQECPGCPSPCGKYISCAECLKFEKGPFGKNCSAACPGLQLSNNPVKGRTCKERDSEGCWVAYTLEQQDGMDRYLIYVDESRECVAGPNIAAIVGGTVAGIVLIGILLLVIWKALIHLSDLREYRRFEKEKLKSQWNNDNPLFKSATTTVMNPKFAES
CD11b adhes inh: blocks human CD11b/CD18 adhesion to fibrinogen; inhibition, % at 10 µM; 0.54% of 93,000 active; P05107+P11215; K562 CD11b/CD18 adhesion to fibrinogen, ATPlite luminescence; Mn2+ added to activate the integrin;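 active = primary inhibition of 50% or more at 10 µM, then 40% or more on retest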; also: some results filed as inactive read as strong as hits
* = called active by the depositor.

SMILES	CD11b adhes enh	CD11b adhes inh
CCOC(=O)N/N=C(\C)c1ccc(OC(F)F)cc1OC(F)F	-2	-4
O=Cc1ccccc1OS(=O)(=O)c1ccccc1	-1	8
O=C(COC(=O)C1CCN(S(=O)(=O)c2ccc3c(c2)OCCO3)CC1)Nc1ccc(C(F)(F)F)cc1	0	20
CC(C)c1ccc(S(=O)(=O)c2cc3cc(Br)ccc3oc2=O)cc1	11	11
O=C1CC(N(CCc2ccccc2)C(=S)Nc2ccccc2)C(=O)N1c1ccc(Br)cc1 (centres undefined)	-1	56
COc1cc([N+](=O)[O-])ccc1NC(=O)Nc1nc2c(s1)CCCC2	10	10
Cc1cccc(NC(=O)C2CC(=O)N/C(=N/N=C/c3ccco3)S2)c1 (centres undefined)	-3	5
O=C(/C=C/c1ccccc1)n1cnnc1SC/C=C/c1ccccc1	1	19
COCCn1c(-c2ccccc2)cnc1SCC(=O)Nc1cccc2ccccc12	3	12
CCn1cc(CNC(=O)c2ccc(Cl)c([N+](=O)[O-])c2)c(C)n1	-2	-5
CC1(C)CC(=O)CC(=O)/C1=N\Nc1c(Cl)cc(Cl)cc1Cl	4	-4
COc1ccc(/C(C)=N/OC/C(O)=C(\C#N)c2nc3ccccc3[nH]2)cc1	11	0
CC1=CC2=NC(=O)/C(=C\c3cccn3CCOc3cccc(C)c3)C(=N)N2O1	0	6
COc1ccc(N2CCN(c3c(S(=O)(=O)c4ccccc4)cnc4ccc(OC)cc34)CC2)cc1	8	-12
N#C/C(=C\c1ccc(OC(=O)c2ccccn2)cc1)C(N)=O	10	-3
N#Cc1ccc(OCC(=O)OCC(=O)Nc2cc(C(F)(F)F)ccc2N2CCOCC2)cc1	-1	10
O=C(CN1C(=O)C2C3CCC(C3)C2C1=O)Oc1ccc2ccccc2c1 (centres undefined)	-3	26
CC(=O)c1ccc(NC(=O)C(C)OC(=O)C(C)Oc2cccc(C)c2)cc1 (centres undefined)	-3	-10
CN(C(=O)CSc1nc(N)c2c3c(sc2n1)CSC(C)(C)C3)c1ccccc1	0	16
CCOc1cc(N2CCOCC2)c(OCC)cc1NC(=O)COC(=O)c1cc(C)cc(C)c1	-2	1
O=C(CSCc1ccccc1Br)N/N=C/c1ccc2c(c1)OCO2	-5	69
COCCOC(=O)C1=C(C)N(c2ccccc2)C(=O)NC1c1cccc([N+](=O)[O-])c1 (centres undefined)	6	14
Cc1ccc(-n2c3nc(=O)[nH]c(=O)c-3cc3cc([N+](=O)[O-])ccc32)cc1C	-6	12
COc1ccc2c(CC(=O)Nc3cccc(S(=O)(=O)N4CCOCC4)c3)coc2c1	18	10
COc1ccc(-n2nc(C(=O)Nc3nc4ccc(OC)cc4s3)c3ccccc3c2=O)cc1	9	10
Cc1ccc(OC(=O)c2cccc(S(=O)(=O)N3CCCC3)c2)c(-n2nc3ccccc3n2)c1	-3	-25
Clc1cccc(/C(Cc2nc3ccccc3[nH]2)=N\Nc2ccccc2)c1	-2	69
Cc1c(Cl)cccc1NC(=O)CCC(=O)N/N=C/c1ccc[nH]1	7	-3
CC1CCN(C2=NC(=O)/C(=C/c3cn[nH]c3-c3ccccc3)S2)CC1	2	16
CC(=O)c1cccc(NC(=O)COc2cc3oc(=O)c(CC(C)O)c(C)c3cc2Cl)c1 (centres undefined)	-2	27
O=C(COc1ccccc1-c1ccccc1)NCc1cccc(Cl)c1	0	44
C=CCNC(=S)NCCCCC1NC(=S)N(CC=C)C1=O (centres undefined)	1	12
COc1ccc(C(=O)Nc2ccc(Cl)c(S(=O)(=O)Nc3ccccc3OC)c2)cc1	-9	99
COc1ccc(C2CC(c3ccccc3)=NN2C(=O)COC(=O)c2cccnc2)cc1 (centres undefined)	26	1
CC(CCc1ccccc1)NC(=O)COC(=O)CC1CC2CCC1C2 (centres undefined)	6	20
O=C(Nc1nc2c(s1)CCCC2)c1cc(-c2ccccc2)nc2ccccc12	60	19
Cc1ccc2nc(N(CCN(C)C)C(=O)c3cc(Cl)sc3Cl)sc2c1	-2	6
CC(C)(C)NC(=O)C(c1cccs1)N(CC1CCCO1)C(=O)c1ccc(-c2ccccc2)[nH]1 (centres undefined)	-4	6
O=C(Cn1c(=O)n(-c2ccc(F)cc2)c(=O)c2sccc21)c1ccccc1	-5	-21
Cc1c(C(=O)N/N=C/c2ccccc2)[nH]c2ccc(Cl)cc12	4	0
COc1cc(NS(=O)(=O)c2ccc(NC(=S)NC(=O)c3cccs3)cc2)nc(OC)n1	-1	5
CCN1CCN(CCCCSc2ccccc2)CC1	9	9
CCc1cccc(C)c1NC(=O)CN(C)Cc1cccc(F)c1	5	-3
CCn1nc(C(=O)OCC(=O)Nc2ncc(Cl)c(C)c2Cl)c2ccccc2c1=O	-6	-20
Cc1cccc(NC(=S)Nc2ccc(N3CCOCC3)cc2)c1C	-1	7
CCc1ccc(C(=O)N/N=C/c2cccc3ccccc23)nc1	0	-15
Cc1ccc(C(=O)c2sc3nc4c(cc3c2N)CCC4)cc1	16	9
O=C(CSc1nnc(SCc2cccc3ccccc23)s1)N=Nc1c(O)[nH]c2ccccc12	87	-19
O=C(COC(=O)/C=C/c1ccccc1)Nc1cc(C(F)(F)F)ccc1N1CCOCC1	4	13
Cc1nn(-c2ccccc2)c2sc(C(=O)O)cc12	-3	1
CCOc1ncccc1C(=O)NCc1ccc(C)cc1	-6	19
O=C1c2ccccc2NC(c2ccccc2Br)N1CCCN1CCOCC1 (centres undefined)	6	12
COc1ccc(/C=C/C(=O)OCC(=O)Nc2ccc(OC)c(S(=O)(=O)N3CCCCC3)c2)cc1	11	26
COc1ccc(NC(=O)c2cccc(S(=O)(=O)Nc3ccc(Br)cc3)c2)cn1	-11	103*
Cc1ccc2cc(/C=N/NC(=O)c3ccccc3O)c(Cl)nc2c1	7	23
COc1ccc(C(=O)C[n+]2ccc(-c3nnc4n3CCC4)cc2)cc1	0	6
CCOC(=O)N/N=C/c1c(C)nn(-c2cccc(C(F)(F)F)c2)c1Cl	0	17
Cc1ccc(C(=O)N/C(=C\c2ccccc2)C(=O)OCc2ccccc2)cc1	-6	10
COC(=O)c1sccc1NC(=O)COc1ccccc1Cl	0	0
CCOC(=O)c1ccccc1NC(=S)N1CC(C)CC(C)C1 (centres undefined)	2	-2
(further entries)
SMILES	CD11b adhes enh	CD11b adhes inh
COc1cc(/C=C/c2nnc3c4ccccc4ncn23)cc(OC)c1OC	-1	7
Cc1ccccc1Nc1nnc(SCC(=O)Nc2ncc(C(F)(F)F)cc2Cl)s1	-2	24
Cc1ccc(OCC(=O)OCC(=O)Nc2sccc2C(N)=O)cc1C	-1	37
O=C(NC(=S)NCc1ccc(-c2nc3ccccc3s2)cc1)c1ccco1	14	-11
CCNC(=S)N(CCc1ccccc1C)Cc1cc2cc(OC)c(OC)cc2[nH]c1=O	1	-13
Cc1cc(C)nc(NS(=O)(=O)c2ccc(N/C=C/C(=O)c3ccc(Cl)cc3)cc2)n1	1	-9
S=C(NCCc1ccccc1)N/N=C/c1cccc(Cl)c1Cl	18	7
Cc1cc(NC(=O)Cc2csc(-c3ccccc3)n2)ccc1Br	0	6
O=C(Cn1cc(C(F)(F)F)ccc1=O)NCCc1ccc(Cl)cc1Cl	4	1
Cc1ccc(C(=O)N/C(=C\c2ccc(-c3ccc([N+](=O)[O-])cc3)o2)C(=O)NC2CCS(=O)(=O)C2)cc1 (centres undefined)	1	5
O=C(OCc1csc(Nc2ccccc2)n1)c1ccc(Cl)cc1	-6	77
CC(=O)/C(=N/Nc1ccc(Br)cc1)Sc1cccc2cccnc12	-3	25
COc1ccccc1-n1cnc2cc(C(=O)NCCCN3CCOCC3)ccc21	-3	-7
Cc1ccc(C(=O)N2CCN=C2SCc2ccc([N+](=O)[O-])cc2)cc1	-2	29
O=C(c1sc2ccccc2c1Cl)N1CCN(c2ccccc2F)CC1	4	-7
Cc1c(Cl)cccc1NC(=O)C1Cc2ccccc2CN1C(=O)c1ccccc1 (centres undefined)	5	-12
COc1ccc(C2c3c(ccc4ccccc34)Oc3ncn4nc(Cc5ccc(OC)c(OC)c5)nc4c32)cc1 (centres undefined)	56	1
COc1ccccc1NC(=O)c1ccc(NC(=O)c2cc3c(s2)CCC3)cc1	5	40
CCOc1ccc(NC(=S)Nc2cccc3cnccc23)cc1	-3	18
COc1ccc(NC(=S)N2CCN(C(c3ccccc3)c3ccccc3)CC2)cc1OC	-1	11

Ordered by SMILES length (descending): part of the list above
SMILES	CD11b adhes enh	CD11b adhes inh
Cc1ccc(C(=O)N/C(=C\c2ccc(-c3ccc([N+](=O)[O-])cc3)o2)C(=O)NC2CCS(=O)(=O)C2)cc1 (centres undefined)	1	5
COc1ccc(C2c3c(ccc4ccccc34)Oc3ncn4nc(Cc5ccc(OC)c(OC)c5)nc4c32)cc1 (centres undefined)	56	1
COc1ccc(/C=C/C(=O)OCC(=O)Nc2ccc(OC)c(S(=O)(=O)N3CCCCC3)c2)cc1	11	26
Cc1cc(C)nc(NS(=O)(=O)c2ccc(N/C=C/C(=O)c3ccc(Cl)cc3)cc2)n1	1	-9
O=C(COC(=O)/C=C/c1ccccc1)Nc1cc(C(F)(F)F)ccc1N1CCOCC1	4	13
CCNC(=S)N(CCc1ccccc1C)Cc1cc2cc(OC)c(OC)cc2[nH]c1=O	1	-13
COc1ccc(NC(=S)N2CCN(C(c3ccccc3)c3ccccc3)CC2)cc1OC	-1	11
Cc1ccc(C(=O)N2CCN=C2SCc2ccc([N+](=O)[O-])cc2)cc1	-2	29
Cc1ccc(C(=O)N/C(=C\c2ccccc2)C(=O)OCc2ccccc2)cc1	-6	10
COc1ccccc1NC(=O)c1ccc(NC(=O)c2cc3c(s2)CCC3)cc1	5	40
O=C(NC(=S)NCc1ccc(-c2nc3ccccc3s2)cc1)c1ccco1	14	-11
O=C(Cn1cc(C(F)(F)F)ccc1=O)NCCc1ccc(Cl)cc1Cl	4	1
COc1cc(/C=C/c2nnc3c4ccccc4ncn23)cc(OC)c1OC	-1	7
Cc1ccc2cc(/C=N/NC(=O)c3ccccc3O)c(Cl)nc2c1	7	23
Cc1ccc(OCC(=O)OCC(=O)Nc2sccc2C(N)=O)cc1C	-1	37
O=C(c1sc2ccccc2c1Cl)N1CCN(c2ccccc2F)CC1	4	-7
Cc1cc(NC(=O)Cc2csc(-c3ccccc3)n2)ccc1Br	0	6
O=C(OCc1csc(Nc2ccccc2)n1)c1ccc(Cl)cc1	-6	77
S=C(NCCc1ccccc1)N/N=C/c1cccc(Cl)c1Cl	18	7
CCOc1ccc(NC(=S)Nc2cccc3cnccc23)cc1	-3	18
Cc1nn(-c2ccccc2)c2sc(C(=O)O)cc12	-3	1
CCOc1ncccc1C(=O)NCc1ccc(C)cc1	-6	19

Following part:
SMILES	CD11b adhes enh	CD11b adhes inh
Cc1ccccc1S(=O)(=O)Cc1ccc(C(=O)N2CCN(c3cccc(C)c3C)CC2)o1	0	9
COc1ccc(/C=C(\C#N)C(=O)Nc2cccnc2)cc1	-7	8
CCOC(=O)N1CCN(C(=O)COc2cccc3c2CCN(Cc2ccc(F)cc2)C3=O)CC1	-2	27
Cc1ccc(Oc2nc3ccccn3c(=O)c2/C=C(\C#N)C(=O)Nc2c(C)n(C)n(-c3ccccc3)c2=O)c(C)c1	7	-11
O=C(Cn1nc(-c2ccccc2)c2ccccc2c1=O)NCCN1CCOCC1	-2	-17
COC(=O)Nc1ccc2c(c1)N(C(=O)CCN1CCN3CCCC3C1)c1ccccc1CC2 (centres undefined)	1	-14
O=S1(=O)CC2N=C(N(Cc3ccc(F)cc3Cl)c3ccccc3F)SC2C1 (centres undefined)	4	-4
CC(C)c1ccccc1NC(=O)COc1ccc(C(=O)NCCc2ccccc2)cc1	0	-18
O=C(CN(c1cccc([N+](=O)[O-])c1)S(=O)(=O)c1ccccc1)N(Cc1ccccc1)Cc1ccccc1	1	7
Cc1ccc(NC(=O)CNc2ccc(Cl)cc2F)cc1	-3	1
O=C1NC(Cc2c[nH]c3ccccc23)C(=O)N1Cc1cccc2ccccc12 (centres undefined)	1	1
CCOc1ccc(S(=O)(=O)N(C)c2ccc(OCC(=O)Nc3nc(-c4cc(OC)ccc4OC)cs3)cc2)cc1	31	-5
CCn1c(=O)c(C(=O)NNS(=O)(=O)c2ccc(Cl)cc2)c(O)c2ccccc21	-2	44
CCCOC(=O)c1ccc(NC(=O)C(=O)NCC2CCCO2)cc1 (centres undefined)	0	-9

This is a subset; the hit share may differ from the screen's.
